Mcl1 Noxa PPI = Mcl-1/Noxa interaction inhibition | Q07820 | TR-FRET Mcl-1/Noxa peptide binding, 2 h | inhibition, % at 21.7 µM | 220,000 compounds, 1.5% hits;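 active = compounds that cut the protein-peptide binding signal by more than 50% relative to plate controls in a single-dose test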;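 note: His-tagged Mcl-1 with rhodamine Noxa BH3 peptide and terbium anti-His antibody; 0% = Mcl-1 plus Noxa peptide wells and 100% = peptide-only wells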
Target sequence (Q07820 whole entry, looked up): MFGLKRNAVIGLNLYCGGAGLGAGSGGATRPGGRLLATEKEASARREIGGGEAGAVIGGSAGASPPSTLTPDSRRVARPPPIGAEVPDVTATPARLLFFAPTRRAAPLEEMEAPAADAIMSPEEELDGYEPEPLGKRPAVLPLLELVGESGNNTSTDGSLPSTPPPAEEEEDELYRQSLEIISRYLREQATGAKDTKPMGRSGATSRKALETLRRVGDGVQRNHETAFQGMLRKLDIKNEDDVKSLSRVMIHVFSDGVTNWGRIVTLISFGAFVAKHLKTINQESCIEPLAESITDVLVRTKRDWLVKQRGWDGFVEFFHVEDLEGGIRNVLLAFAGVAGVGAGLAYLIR
GSH bead fluor = compound fluoresces at 488/530 nm on GSH beads; GSH beads flow cytometry, compound fluorescence 488/530 nm; stronger effect = higher value; fluorescence (KMESF) at 10 µM; 190,000 compounds, 0.25% hits; AID 1776; in the data active = fluorescence above about 89;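 note: glutathione beads carrying GST-tagged Bcl family fusion proteins plus one bare bead set; values are compound well signal with DMSO vehicle wells as background; inactives centre near 16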
Rac1 mut GTP = alters GTP binding to activated mutant human Rac1; percent activity (GTP binding), % at 10 µM; AID 764; GST-Rac1 activated beads, fluorescent GTP binding, flow cytometry; actives lie on both sides; 100% means binding = to untreated wells; P63000; 190,000 compounds, 0.11% hits;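 active = GTP binding at least 20 percentage points away from the 100% baseline, in either direction, so actives lie on both sides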
Avidin fluor = compound fluoresces at 488/530 nm on avidin beads. compound fluorescence 488/530 nm, flow cytometry; stronger effect = higher value. fluorescence (KMESF) at 10 µM. 220,000 compounds, 0.38% hits. AID 1775; in the data active = fluorescence above about 47; note: inactives centre near 10
Mcl1-Bid inh = disrupts binding of human Mcl-1 to Bid peptide. Q07820. TR-FRET Mcl-1/Bid-Dy647 peptide binding, 1536-well. inhibition, % at 21.7 µM. 220,000 compounds, 0.97% hits. AID 1021;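 active = compounds that cut the binding signal by more than half at the single screening dose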;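 note: His-tagged Mcl-1 with europium anti-His antibody binding Bid BH3 peptide; 0% = Mcl-1 plus peptide wells and 100% = peptide-only wells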
Rac1 wt modul = modulators of human Rac1 wildtype GTP binding. GST-Rac1 beads, fluorescent GTP binding, flow cytometry; actives lie on both sides; 0 = cold GTP competed, 100 = untreated. GTP binding activity (% of control), % at 10 µM. 190,000 compounds, 0.27% hits;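 active = GTP binding activity at least 20 points away from the 100% control level, either lower or higher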
Cdc42 wt = human Cdc42 wildtype GTP binding change, either direction; AID 761; GST-Cdc42 beads, Bodipy-GTP binding, flow cytometry; actives lie on both sides; percent activity (GTP binding), % at 10 µM; 190,000 compounds, 0.2% hits; P60953;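 active = percent activity GTP binding at least 20 points away from the 100% baseline, either down as inhibitor or up as activator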;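 note: median bead fluorescence of bound Bodipy-FL-GTP at 100 nM; 0% = excess unlabeled GTP control and 100% = no compound control; below 100% means less GTP binding so inhibitor and above means activator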
Target sequence (P60953 whole entry, looked up): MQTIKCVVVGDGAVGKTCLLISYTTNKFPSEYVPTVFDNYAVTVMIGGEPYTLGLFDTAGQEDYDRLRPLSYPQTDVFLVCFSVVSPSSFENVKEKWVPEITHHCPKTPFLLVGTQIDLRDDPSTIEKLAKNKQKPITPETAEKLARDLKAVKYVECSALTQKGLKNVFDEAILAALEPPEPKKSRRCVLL
Rab2A wt mod = changes GTP binding to wildtype dog Rab2A, up or down; GTP binding activity, % at 10 µM; GST-Rab2 wt beads, Bodipy-GTP binding, flow cytometry; 190,000 compounds, 0.19% hits; P61105; AID 760;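 active = GTP binding activity at least 20 points away from 100%, either lowered or raised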;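 note: 0% = beads with excess unlabeled GTP and 100% = no-compound control corrected for plate trend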
HRas wt GTP bind = changes GTP binding to wildtype human HRas; P01112; GST-Ras wt beads, Bodipy-FL-GTP binding, flow cytometry; actives lie on both sides; GTP binding activity, % at 10 µM; 190,000 compounds, 0.14% hits;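 active = GTP binding activity at least 20% away from the 100% baseline, either lowered as inhibitor or raised as activator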;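 note: 0% = unlabeled GTP competition control and 100% = no-compound control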
Target sequence (P01112 whole entry, looked up): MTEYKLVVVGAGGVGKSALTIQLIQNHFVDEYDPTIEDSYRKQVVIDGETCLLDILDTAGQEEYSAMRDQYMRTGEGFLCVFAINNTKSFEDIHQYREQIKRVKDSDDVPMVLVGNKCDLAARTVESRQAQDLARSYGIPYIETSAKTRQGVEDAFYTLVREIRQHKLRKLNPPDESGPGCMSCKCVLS
Pf gamet viab = inhibitors of late stage P. falciparum gametocyte viability | P. falciparum stage V gametocytes, ATP luminescence, 24 h | AID 743093 | 150,000 compounds, 0.065% hits | inhibition, % at 10.9 µM;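 active = inhibition above the mean plus 3 SD of compounds within the control limits, set per campaign, cut at about 38% in these data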;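 note: 0% = DMSO wells and 100% = medium only without gametocytes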
Rab7 wt modul = modulators of GTP binding to dog Rab7 wildtype GTPase; 190,000 compounds, 0.055% hits; AID 758; GTP binding activity (percent of control), % at 10 µM; GST-Rab7 beads, fluorescent GTP binding, flow cytometry; actives lie on both sides; untreated = 100%, excess cold GTP = 0%;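 active = fluorescent GTP binding to Rab7 beads changed by at least 20 points from the 100% baseline, either direction, mostly lower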;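 note: median green fluorescence of bound Bodipy-FL-GTP per Rab7 bead population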
* hit, by the source's call; x = no result given. Rows are unselected; 3% or so of the library scored in one or more.

Compound	Rab7 wt modul	Mcl1-Bid inh	Pf gamet viab	Rab2A wt mod	Cdc42 wt	Avidin fluor	Mcl1 Noxa PPI	GSH bead fluor	Rac1 mut GTP	Rac1 wt modul	HRas wt GTP bind
Cc1ccc(Cn2nc(C)c(NC(=O)c3noc4c3CCCCC4)c2C)cc1	98.0	-20.1	-12.6	98.0	99.0	14	-1.8	35	98.0	96.0	99.0
O=C(CCS(=O)(=O)c1ccccc1)Nc1ccc2c(c1)OCO2	103.0	-23.2	-2.4	101.0	100.0	15	6.5	15	100.0	101.0	104.0
CC(C)C(C(=O)NC(C)(C)C)N1C(=O)c2ccccc2C1=O (centres undefined)	104.0	0.8	x	101.0	104.0	8	-3.1	16	102.0	109.0	103.0
COc1ccccc1C(=O)OCc1c(F)cccc1Cl	99.0	0.7	x	94.0	93.0	25	3.6	15	95.0	101.0	97.0
CCOC(=O)C1CCN(C(=O)C23CC4CC(CC(C4)C2)C3)CC1	96.0	-4.5	x	99.0	98.0	25	-6.2	20	95.0	95.0	96.0
COc1cccc(CN2CCNC(=O)C2CC(=O)N(C)CCc2ccccn2)c1OC (centres undefined)	105.0	-32.8	x	100.0	95.0	1	0.3	9	95.0	98.0	98.0
Cc1ccccc1Cn1cc(NC(=O)CCCn2nc([N+](=O)[O-])cc2C)cn1	102.0	-32.8	0.7	98.0	98.0	12	12.5	21	94.0	97.0	101.0
O=C(c1cccc2ccccc12)N1CCN(c2ccc([N+](=O)[O-])c(N3CCOCC3)c2)CC1	98.0	1.2	18.7	99.0	100.0	10	15.6	11	97.0	103.0	99.0
O=C1CC(NC(=O)C(F)(F)F)c2cc3c(cc21)OCO3 (centres undefined)	98.0	-0.5	-122.8	94.0	95.0	22	-15.0	11	97.0	98.0	96.0
CC(=O)Nc1ccc(/C=C/c2ccc3c([N+](=O)[O-])cccc3n2)cc1	100.0	18.6	0.9	94.0	93.0	15	48.1	13	94.0	96.0	94.0
CCC1CCCCN1C(=O)COc1ccccc1NC(C)=O (centres undefined)	104.0	20.5	x	96.0	97.0	9	33.5	16	96.0	99.0	99.0
O=C(CCCOc1ccc(Cl)cc1)N1CCCCC1	102.0	0.3	x	101.0	100.0	12	-3.1	36	99.0	103.0	100.0
O=C(O)c1ccccc1/C=N/N1CCN(C2c3ccccc3-c3ccccc32)CC1	102.0	-12.9	2.0	95.0	92.0	9	6.3	11	90.0	95.0	95.0
CC1(C)Cc2nc(N)c(=O)sc2C1	98.0	-2.3	-23.0	98.0	98.0	39	9.2	12	95.0	100.0	99.0
C/C(CC(=O)N(C(C)C)C(C)C)=N\NC(=O)COc1ccc(Br)cc1Br	95.0	-4.4	-5.7	95.0	95.0	7	17.5	10	98.0	102.0	95.0
COC(=O)CCN(C(=O)c1cc([N+](=O)[O-])cc([N+](=O)[O-])c1)c1ccccn1	106.0	-10.1	-8.5	100.0	100.0	14	5.0	14	98.0	102.0	102.0
CCOc1c(Cl)cc(/C=N/O)cc1OC	95.0	7.6	-5.9	97.0	98.0	32	11.0	19	98.0	99.0	100.0
COc1ccccc1OCc1ccc(C(=O)NCC(C)C)o1	95.0	45.7	3.9	95.0	98.0	11	-1.4	13	95.0	96.0	97.0
O=C(c1cc2c(s1)CCCC2)N1CCN(Cc2ccc3c(c2)OCO3)CC1	96.0	24.3	x	96.0	99.0	8	10.3	6	99.0	98.0	99.0
Cc1nnc(SCC(=O)NCC2CCCCC2)n(N)c1=O	102.0	-8.8	x	101.0	102.0	19	0.6	26	98.0	100.0	101.0
Cc1cc(NC(=O)COC(=O)c2ccco2)no1	94.0	-10.4	-6.1	93.0	100.0	9	13.1	15	93.0	96.0	97.0
NC(N)=NS(=O)(=O)c1ccc(N)cc1	102.0	-0.1	x	101.0	97.0	7	-3.4	21	99.0	102.0	99.0
COc1cccc(NC(=O)COC(=O)c2cc(S(=O)(=O)N3CCOCC3)ccc2C)c1	100.0	-3.7	x	100.0	101.0	4	0.3	30	98.0	101.0	100.0
Cc1ccc(NC(=O)CN2CCCCC2)c2c1CC(C)(C)O2	95.0	7.8	x	96.0	95.0	3	20.6	11	95.0	98.0	95.0
Cc1ccc(N/N=C(\C#N)C(=N)N2CCCCCC2)cc1	93.0	-22.3	-1.2	98.0	89.0	8	31.7	23	91.0	93.0	93.0
Cc1cc(OCc2nn[nH]n2)c2c(-c3ccccc3)cc(=O)oc2c1	95.0	-8.2	-19.6	98.0	100.0	34	2.3	24	98.0	101.0	100.0
O=C(O)CCCC(=O)NNC(=O)c1cccc(Br)c1	95.0	-15.7	21.4	98.0	97.0	11	7.6	11	95.0	96.0	96.0
COc1cccc(CN2CCN(Cc3c(C)nn(C(C)C)c3C)CC2CCO)c1 (centres undefined)	103.0	-26.9	8.4	97.0	95.0	11	9.6	12	97.0	102.0	101.0
O=C(COc1ccc(-c2nnc(N3CCCCC3)c3ccccc23)cc1)N1CCCCC1	99.0	7.2	-5.6	101.0	102.0	33	-4.2	20	100.0	105.0	100.0
O=C(CCC1CCCC1)N1CCN(C2CCCC2)CC1	101.0	25.9	-2.6	101.0	101.0	6	25.2	34	99.0	102.0	101.0
CC1CCc2c(sc(NC(=O)COC(=O)c3ccccc3NCc3ccco3)c2C#N)C1 (centres undefined)	96.0	-28.5	3.5	97.0	98.0	-4	-6.0	16	94.0	98.0	96.0
Cc1ccccc1-c1nc(CN2CCSCC2)c(C)o1	96.0	-28.4	x	96.0	94.0	7	19.6	13	95.0	94.0	94.0
CC(C)(C)Sc1nc(O)cc(=O)[nH]1	101.0	-109.6	x	102.0	102.0	9	-1.4	43	98.0	106.0	101.0
CCOC(=O)/C(C#N)=C/c1cc2ccccc2nc1Cl	99.0	11.0	x	98.0	97.0	16	1.0	15	96.0	102.0	99.0
O=C(Nc1nnc(Cc2ccccc2)s1)c1cccnc1	105.0	-13.1	1.6	100.0	98.0	18	7.0	10	98.0	105.0	101.0
CCCCCNC(=O)CCn1c(=O)oc2ccccc21	101.0	-3.7	-22.6	104.0	108.0	33	-3.5	23	102.0	111.0	101.0
Cc1cc(NC(=O)c2ccc(Cl)cc2)c(C)cc1O	100.0	-46.3	-2.3	95.0	90.0	8	3.3	11	93.0	89.0	95.0
CCCS(=O)(=O)N1CCC(C(=O)NCc2ccco2)CC1	99.0	-19.1	x	101.0	102.0	8	1.8	26	98.0	100.0	101.0
CC(C)n1nnnc1SCC(=O)N1CCN(C(=O)c2ccco2)CC1	102.0	4.1	-2.0	103.0	106.0	7	3.3	21	99.0	109.0	103.0
N=C1C(c2nc3ccccc3s2)=C(O)CN1CCCO	103.0	14.5	x	104.0	107.0	34	26.3	16	102.0	105.0	106.0
Cc1nnc(SCCn2c(N3CCN(C)CC3)nc3c2c(=O)n(C)c(=O)n3C)s1	103.0	-17.4	1.1	100.0	101.0	11	6.8	28	100.0	103.0	101.0
Cc1cc(NC(=O)/C(C#N)=C/c2ccc(-c3cccc(C(F)(F)F)c3)o2)n(-c2ccccc2)n1	93.0	12.9	-9.2	97.0	100.0	13	16.2	12	100.0	100.0	97.0
CC(=O)Nc1nnc(Cc2ccccc2)s1	105.0	-23.4	x	105.0	106.0	7	-0.9	264*	101.0	106.0	104.0
CCOC(=O)c1ccc(S(=O)(=O)Nc2ccccc2-c2nnn(CC)n2)cc1	102.0	-5.9	-6.7	102.0	102.0	7	7.5	31	101.0	104.0	102.0
CCOC(=O)Cn1c(=NC(=O)c2cc(-c3cccs3)nc3ccccc23)sc2cc(S(N)(=O)=O)ccc21	100.0	5.0	1.3	98.0	98.0	5	16.7	8	97.0	101.0	97.0
O=C(COc1ccccc1Cl)Nc1cc(Cl)ccc1O	91.0	-17.3	9.7	94.0	90.0	9	6.8	20	90.0	89.0	93.0
O=C(Cn1cnc2c(oc3ccccc32)c1=O)NCc1ccco1	104.0	-2.1	x	104.0	105.0	39	13.9	17	103.0	106.0	106.0
O=C(/C=C/c1ccccc1)NC(=S)N1CCSCC1	99.0	-49.7	17.2	99.0	100.0	11	7.8	25	95.0	96.0	97.0
O=c1[nH]c(Cc2ccc(F)cc2)nc2scc(-c3ccc(F)cc3)c12	95.0	-6.8	-5.8	97.0	102.0	11	2.7	11	99.0	99.0	99.0
CCOC(=O)c1[nH]c2ccc(OC)cc2c1NC(=S)N1CCN(c2ccccc2)CC1	100.0	-84.8	11.7	103.0	101.0	10	-90.7	16	100.0	100.0	102.0
